# FN deposit inh: fibronectin deposition inhibition; AH1F fibroblasts, Alexa488-fibronectin deposition fluorescence, overnight; inhibition, % at 12.6 µM; hit rate 0.086% among 350,000;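 active = mean inhibition across replicates of 30% or more, regardless of how many single replicates reach that level; inconclusive = mean under 30% yet at least half of replicates reach 30%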;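 note: positive control wells lacked labelled fibronectin entirely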
#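 Material: AH1F fibroblast monolayer depositing Alexa488-labelled fibronectin into matrix | Input: 10000 AH1F cells/well | Medium: DMEM plus 2% serum, read in PBS | Reagent: Alexa488-fibronectin, 24 nM final in well | Compound dosing: One dose per compound, pinned | Schedule: 1 h adhesion, overnight exposure | Measured by: Fluorescence at 485 nm excitation, 525 nm emission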
# S100A4 inh HTS: S100A4-myosin IIA interaction inhibition; S100A4/TAMRA-MyoIIA peptide fluorescence polarization; inhibition, % at 10.7 µM; hit rate 0.14% among 360,000; AID 652163;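 active = mean inhibition of at least 70% across replicates, with every replicate also reaching that level; inconclusive = mean inhibition reaches 70% but some replicates fall short; inactive = mean inhibition below 70%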
# Target sequence (P26447 whole entry, looked up): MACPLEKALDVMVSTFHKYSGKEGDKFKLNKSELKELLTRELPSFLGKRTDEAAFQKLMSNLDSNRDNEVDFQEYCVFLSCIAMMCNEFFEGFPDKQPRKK
#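 Material: human S100A4 monomer with TAMRA-labelled myosin IIA peptide; buffer or medium: HEPES pH 7.2 with CaCl2, KCl, NaCl, DTT, Triton; compound dosing: one concentration per compound; schedule: 5 min incubation before reading; benchmarks: neutral control DMSO, positive control TFP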
# E-sel inducer: E-selectin induction on HUVECs; HUVEC E-selectin immunofluorescence imaging; normalized: neutral wells 0, TNF-alpha wells 100; hit rate 0.37% among 260,000; P16581; activation, % at 7.58 µM;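 active = mean E-selectin-positive cell signal at least 10% of the positive control, reached in at least 60% of replicates, without over 20% cell loss; inconclusive = no rule given, readout overlaps actives, possibly toxicity-flagged; inactive = the rest, including those meeting only one limit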;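 note: in these data hits start at about 27%; measured in HUVEC primary endothelial cells; signal is the percent of cells scored E-selectin positive by PE staining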
# Target sequence (P16581 whole entry, looked up): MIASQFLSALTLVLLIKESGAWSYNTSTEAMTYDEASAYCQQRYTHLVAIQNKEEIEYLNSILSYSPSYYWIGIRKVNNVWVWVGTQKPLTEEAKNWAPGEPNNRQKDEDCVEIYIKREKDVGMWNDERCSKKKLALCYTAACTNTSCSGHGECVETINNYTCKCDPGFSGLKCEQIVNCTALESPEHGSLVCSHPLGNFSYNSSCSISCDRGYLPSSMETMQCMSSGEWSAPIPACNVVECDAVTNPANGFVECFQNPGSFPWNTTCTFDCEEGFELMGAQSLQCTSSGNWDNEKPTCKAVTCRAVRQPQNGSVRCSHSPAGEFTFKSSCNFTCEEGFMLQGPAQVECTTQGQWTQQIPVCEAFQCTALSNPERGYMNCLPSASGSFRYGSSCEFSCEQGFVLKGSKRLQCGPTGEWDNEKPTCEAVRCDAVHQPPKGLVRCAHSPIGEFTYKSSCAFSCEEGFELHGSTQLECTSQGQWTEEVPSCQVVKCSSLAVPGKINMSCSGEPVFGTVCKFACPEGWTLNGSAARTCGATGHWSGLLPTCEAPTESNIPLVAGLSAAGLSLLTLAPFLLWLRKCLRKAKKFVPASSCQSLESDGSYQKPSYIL
#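 Assay system: HUVEC, human umbilical vein endothelial cells / Amount: 3,000 HUVEC/well / Controls: TNF-alpha positive control, DMSO neutral control / Compound dosing: single concentration / Medium: EGM-2 over gelatin coat / Evaluation: percent E-selectin-positive cells / Signal: immunofluorescence imaging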
# EWS-Fli block: EWS/Fli transcriptional activity inhibition; A673 NR0B1-luciferase reporter, viability-normalised; inhibition, % at 12.6 µM; hit rate 0.67% among 350,000; AID 651661;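 active = mean inhibition of at least 50% after viability correction, with every replicate also passing that limit; inconclusive = mean reaches 50% but only one of two replicates passes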;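 note: firefly luciferase signal divided by Alamar Blue viability fluorescence both relative to DMSO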
# XiGFP reactiv: X-chromosome reactivation activator; XiGFP mouse fibroblasts, % GFP-positive cells imaging, 3 d; cells co-treated with 5-aza-dC sensitizer; scaled so ellipticine positive control = 100%; activation, % at 7.58 µM; hit rate 0.055% among 360,000; AID 743238;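 active = mean normalized replicate activation at least 10% and every replicate at or above 10%; inconclusive = only one of the two criteria met; inactive = mean below 10% and not all replicates reach 10%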;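 note: 0% = median of on-plate neutral control wells and 100% = ellipticine 6 µM median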
#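 System: SV40-immortalized XiGFP fibroblast cells, line 68-5-11 / Incubation: 3-day compound exposure, then 15 min fixation at room temperature / Compound: single concentration per compound, delivered by pin transfer / Buffer or medium: DMEM plus 5-aza-dC sensitizer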
# esBAF inh: blocks esBAF chromatin remodeling in mouse ES cells; Bmi1-luciferase knock-in reporter, 24 h; 100% = twice the neutral-well signal; hit rate 2% among 350,000; AID 602393; reporter increase, % at 12.5 µM; in the data active = activation above about 40%; inconclusive = no clear call, values can overlap the other calls;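 note: 0% = median of the plate's neutral control wells and 100% = double that signal; a rise in the Bmi1 reporter signal indicates esBAF inhibition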
# RAD52 inh: RAD52 (human) annealing inhibition. P43351. recombinant RAD52 DNA annealing, FRET fluorescence. inhibition, % at 18.7 µM. hit rate 0.46% among 360,000. AID 651710;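 active = every replicate showing at least 50% inhibition; inconclusive = mean inhibition at least 50% but not in every replicate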
# RAD54 inh: blocks human RAD54 Holliday junction branch migration. Q92698. FAM/BHQ fluorescence. inhibition, % at 10.4 µM. hit rate 0.14% among 360,000;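 active = mean normalized replicate activity at least 40 and at least half of replicates scoring 40 or more; inconclusive = only one of the two criteria met; inactive = mean below 40 and under half of replicates reaching 40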;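 note: 0% = median of neutral control wells and 100% = median of positive control wells; inhibitors cause a drop in the FAM fluorescence signal; in these data hits start at about 50%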
# Numbers without * were called inactive; ? = inconclusive; . = not tested or not shown.
# Order of values – FN deposit inh	S100A4 inh HTS	E-sel inducer	EWS-Fli block	XiGFP reactiv	esBAF inh	RAD52 inh	RAD54 inh
- CCNC(=O)C[C@H]1CC[C@H]2[C@H](COc3ccc(NS(=O)(=O)c4ccccc4C)cc3C(=O)N2C)O1
 : -7.7	8.4	0.0	-0.3	0.3	2.1	-0.8	-7.2
- CCc1cnc(N2[C@H](C#N)[C@H](c3ccc(C#CC(C)C)cc3)[C@@H]2CO)s1
 : -6.5	4.5	0.0	6.1	0.1	-0.5	-29.8	3.3
- CCOc1ccc(N/C(N)=N/c2nc(CSc3nnc(C)s3)cc(=O)[nH]2)cc1
 : -8.9	3.0	.	66.6*	0.7	.	-24.6	.
- C[C@H](CO)N1C[C@H](C)[C@@H](CN(C)S(=O)(=O)c2cccs2)Oc2c(NS(=O)(=O)c3ccc(Cl)cc3)cccc2C1=O
 : .	2.6	-2.9	-3.0	0.1	2.4	0.8	5.0
- COCC#Cc1cnc2c(c1)C(=O)N([C@@H](C)CO)C[C@@H](C)[C@@H](CN(C)Cc1ccccc1)O2
 : -12.3	9.2	0.2	-7.0	-0.1	0.4	1.7	-9.5
- O=C(C1CCCC1)N1[C@@H](CO)[C@@H]2c3ccccc3NC[C@@H]21
 : 0.9	.	0.1	-1.4	0.0	-6.0	.	-14.5
- Cc1nn(CC(=O)NCC2CCCO2)c(=O)c2cc3ccccc3n12 (configuration not stated)
 : -24.7	6.8	.	5.0	0.1	-0.8	-11.1	2.7
- COc1ccc(S(=O)(=O)N[C@H]2CC[C@H](CC(=O)N3CCc4ccccc4C3)O[C@H]2CO)cc1
 : .	21.4	1.9	-4.0	-0.3	4.7	-3.5	-7.6
- CCC(=O)N(C)C[C@@H]1[C@@H](c2ccccc2)[C@H](CO)N1Cc1cccnc1
 : -10.6	27.0	0.0	-4.1	0.6	-6.3	-18.6	-2.8
- O=C(CCN1CCOCC1)Nc1cc(C(=O)Nc2ccc(Cl)cc2)ccc1N1CC2CC(C1)c1cccc(=O)n1C2 (configuration not stated)
 : 17.3	-5.7	.	-3.1	0.1	5.8	-8.2	2.4
- O=C(C[C@@H]1C[C@@H]2c3cc(NS(=O)(=O)c4ccccc4)ccc3O[C@@H]2[C@H](CO)O1)N1CCOCC1
 : -5.0	-2.2	0.1	-4.3	0.0	-0.1	11.2	-3.9
- Cc1noc(C)c1S(=O)(=O)Nc1ccc2c(c1)C(=O)N([C@H](C)CO)C[C@@H](C)[C@@H](CN(C)Cc1ccc(C(F)(F)F)cc1)OCCCC[C@@H](C)O2
 : .	-2.4	-0.2	.	0.3	2.9	32.1	0.6
- CC(SCc1ccccc1)C(=O)Nc1ccc(F)cc1 (configuration not stated)
 : 1.9	-6.3	0.1	-14.8	0.0	4.2	-0.1	5.6
- C[N+]1(CC2COC3(CCCCC3)O2)CCCCC1 (configuration not stated)
 : -1.0	-0.2	0.8	-15.1	0.0	.	4.3	-14.7
- Cc1ccc(NC(=S)N2CCN(Cc3ccccc3)CC2)c(C)c1
 : 3.7	.	.	.	0.3	-6.4	.	-6.7
- O=C(Cc1cccc(NC(=O)C2CCCN(C(=O)C3CC3)C2)c1)Nc1cccc(C(=O)N2CCCCC2)c1 (configuration not stated)
 : 2.9	13.6	0.3	-3.6	.	-3.1	-8.3	1.8
- O=C(CSc1nc(=O)n2cc(Cl)ccc2n1)Nc1ccc2c(c1)OCO2
 : 12.1	-1.0	0.0	-10.4	0.0	.	-9.6	.
- CCOC(=O)C1CCCN(C(=O)c2cc(C)oc2C)CC1 (configuration not stated)
 : .	5.6	.	-1.5	0.1	-0.9	-16.6	5.0
- O=C(Cc1cccnc1)N[C@H]1CC[C@@H](CCn2cc(-c3ccccc3F)nn2)O[C@H]1CO
 : .	1.2	0.3	8.8	0.5	-3.4	7.5	-0.5
- C[C@@H]1CN([C@H](C)CO)C(=O)c2cc(C3=CCCCC3)cnc2O[C@H]1CN(C)C(=O)NC1CCCC1
 : .	?	-0.7	2.2	-0.8	0.3	7.3	5.5
- COCCN(C(=O)CCC(=O)Nc1cc(C)on1)C(C(=O)NC(C)(C)C)c1cccc(OC)c1OC (configuration not stated)
 : 0.5	-2.8	1.2	-2.6	0.0	2.1	2.4	-4.1
- CN(Cc1cnn(Cc2ccccc2)c1)C(=O)CN=C1NS(=O)(=O)c2ccccc21
 : -7.6	3.3	1.9	2.6	0.1	-2.7	2.2	0.8
- CCOc1cc(/C=N/NC(=O)NN(C)c2ncc(C(F)(F)F)cc2Cl)ccc1O
 : -10.4	-15.8	-1.3	9.6	0.0	.	-5.4	.
- COc1cc(NC(=O)/C=C/c2ccccc2)c(C(=O)O)cc1OC
 : -3.1	16.4	3.6	-1.5	-0.2	-3.0	-18.7	-6.5
- Cc1c(C(=O)O)sc2[nH]c(=O)n(Cc3ccccc3)c(=O)c12
 : 0.3	1.0	0.2	6.7	0.0	-10.8	5.2	2.1
- Cc1noc(C)c1NC(=O)N(C)C[C@@H]1Oc2c(NC(=O)c3ccc(-c4nccs4)cc3)cccc2C(=O)N([C@H](C)CO)C[C@H]1C
 : 2.8	-2.5	.	0.4	0.0	-4.4	-3.8	0.7
- CCCC(=O)Nc1ccc2c(c1)C(=O)N(C)C[C@H](OC)[C@H](C)CN(CCc1ccccc1)[C@H](C)CO2
 : 6.3	-24.2	0.4	3.2	0.4	-0.1	4.7	-3.8
- Cc1ccccc1-c1ccc2c(c1)O[C@H](CN(C)C(=O)Nc1ccc(C(F)(F)F)cc1)[C@@H](C)CN([C@@H](C)CO)S2(=O)=O
 : 6.1	6.0	0.0	15.1	0.0	2.3	7.6	-1.0
- C=CCC(C(=O)OC)(C(=O)OC)c1ccc([N+](=O)[O-])cn1
 : 1.4	.	-1.0	.	.	3.0	.	-13.9
- CCCCC(=O)Nc1nnc(S(=O)(=O)N2CCCCCC2)s1
 : 0.3	13.3	-0.3	.	0.0	-3.0	-17.7	-0.3

# A few values from the results shown.
# CCCCC(=O)Nc1nnc(S(=O)(=O)N2CCCCCC2)s1 in esBAF inh → -3.0
# CCOC(=O)C1CCCN(C(=O)c2cc(C)oc2C)CC1 (configuration not stated) in RAD52 inh → -16.6

# Following part
# Order of values – FN deposit inh	S100A4 inh HTS	E-sel inducer	EWS-Fli block	XiGFP reactiv	esBAF inh	RAD52 inh	RAD54 inh
- COc1ccc(S(=O)(=O)N(C)C[C@@H]2OCCCC[C@H](C)Oc3ccc(NS(=O)(=O)c4ccc(C)cc4)cc3C(=O)N([C@H](C)CO)C[C@@H]2C)cc1
 : .	2.4	-0.1	14.1	0.5	11.1	-0.4	-12.6
- O=C(Nc1ccccc1N1CCOCC1)c1cc(F)cc(F)c1
 : .	6.3	.	0.5	0.4	.	-12.1	3.3
- O=C(C[C@H]1CC[C@@H]2[C@H](COC[C@@H](O)CN2Cc2cccc(F)c2)O1)NCc1ccncc1
 : -3.2	6.3	0.0	3.2	0.0	3.8	-11.9	0.8
- Cc1nc2cc(NC(=O)CS(=O)(=O)c3ccc(F)cc3)ccc2s1
 : -4.0	7.6	-2.9	-32.8	0.0	18.6	-5.0	-6.0
- C[C@@H]1CN([C@H](C)CO)C(=O)Cc2cc(NS(=O)(=O)c3cccs3)ccc2O[C@@H]1CN(C)S(=O)(=O)c1ccccc1
 : .	4.8	-0.5	8.1	-1.0	0.7	-7.0	-11.4
- C[C@H](CO)N1C[C@H](C)[C@@H](CN(C)C(=O)Cc2ccccc2)OCCCC[C@H](C)Oc2ccc(NS(C)(=O)=O)cc2C1=O
 : -23.5	.	0.2	-0.4	0.1	-1.2	.	.
- COc1ccc(C(C(=O)NC(C)(C)C)N(C(=O)CCC(=O)Nc2cc(C)on2)c2c(C)cccc2C)cc1 (configuration not stated)
 : -3.4	-0.6	.	11.0	0.0	.	3.7	-2.1
- Cc1ccsc1C(=O)N1CCC1(C)C(=O)NCC(C)(C)C (configuration not stated)
 : -7.3	-3.6	-0.2	-7.9	0.0	5.9	-14.6	-9.9
- COc1ccc(CN2C[C@@H](C)[C@H](OC)CN(C)C(=O)c3ccc(NC(=O)c4nc5ccccc5s4)cc3OC[C@H]2C)cc1
 : -5.1	-5.1	-0.1	-22.3	3.5	63.8*	0.4	5.2
- O=C(Nc1ccc(C(F)(F)F)cc1)C1=NN(C2CCS(=O)(=O)C2)C(=O)CC1 (configuration not stated)
 : 0.0	-3.1	1.2	-9.7	0.0	-10.5	-5.8	2.3
- O=C(CN1C(=O)NC2(CCCCC2)C1=O)NC1CCCc2ccccc21 (configuration not stated)
 : 2.1	-7.2	0.0	.	0.1	.	-5.8	.
- Cc1ccc2[nH]c(CN3CCC(CO)(CC4CCCCO4)CC3)c(C)c2c1 (configuration not stated)
 : 3.9	1.6	.	-21.2	0.3	-1.1	-1.4	-0.9
- CC(CCc1ccccc1)NC(=O)c1nnc(Cc2ccc(Cl)cc2)o1 (configuration not stated)
 : -3.3	-2.7	0.4	-5.9	0.1	-2.3	5.0	-1.6
- O=C(C[C@@H]1C=C[C@@H](NS(=O)(=O)c2ccc(F)cc2)[C@@H](CO)O1)NCc1ccccc1F
 : .	-20.1	-0.2	1.3	-0.5	.	11.9	.
- O=C(C[C@@H]1C[C@H]2c3cc(NS(=O)(=O)c4ccc(F)cc4)ccc3O[C@H]2[C@H](CO)O1)NCC1CC1
 : -12.3	.	-0.3	5.3	-0.1	5.8	.	-10.5
- NC(=O)NC(=O)CSc1nnc(-c2ccc(Cl)cc2)n1CC1CCCO1 (configuration not stated)
 : .	0.0	.	1.3	0.0	.	-8.1	.
- N#Cc1ccsc1NC(=O)C1CC(=O)N(Cc2ccccc2)C1 (configuration not stated)
 : 6.3	1.0	0.4	1.7	0.2	-6.9	0.4	-5.9
- O=C(CN1C(=O)CNC1=O)Nc1cc(Cl)cc(Cl)c1
 : -1.7	-2.1	-0.3	-4.0	0.0	-1.8	-0.6	4.0
- COc1ccc(N(CC(=O)NC2CCCC2)C(=O)CS(=O)CC(=O)Nc2ccc3c(c2)OCO3)cc1 (configuration not stated)
 : .	-11.5	.	11.3	0.4	-1.7	-6.8	7.8
- CCC(=O)N1[C@H](CO)[C@H](c2ccc(C3=CCCCC3)cc2)[C@H]1CNC1CCCC1
 : .	-4.0	0.2	-10.2	0.2	.	-52.5	.
- O=C(CSc1nnc(CCCN2C(=O)c3cccc4cccc(c34)C2=O)n1-c1ccccc1)NCCCN1CCOCC1
 : -8.2	-0.3	.	-6.3	0.1	.	14.3	.
- O=C(CCC(=O)Nc1cccc([N+](=O)[O-])c1)N/N=C/c1cccs1
 : .	-4.0	0.1	2.2	0.0	-5.1	-4.6	-2.3
- O=C1NC[C@H](CCCCN2C[C@H](Cc3ccccc3)N(CCc3ccc(O)cc3)C(=O)C2=O)N(CC2CCCCC2)C1=O
 : -6.1	-11.2	-0.3	-10.0	0.2	.	-27.8	.

# Screens: PubChem BioAssay, Broad Institute
